LDHA inh: blocks human lactate dehydrogenase A; purified LDHA, NADH/diaphorase-resazurin fluorescence; active compounds read low; activity change, % (values are at about 110 or 230 µM); 480,000 tested, 0.15% active; AID 1347041; in the data active means activity change below about -30%;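 further: plate controls were DMSO wells for no effect and wells without enzyme for full effect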
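Remaining NADH was detected by diaphorase (0.133 mg/mL) converting 37 µM resazurin to fluorescent resorufin, read at 0 and 20 minutes. The preceding 5-minute room-temperature reaction used 2 nM LDHA, 0.2 mM sodium pyruvate and 0.06 mM NADH at pH 7.4.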
* marks the source's active call; other numbers are inactive results. A portion of the library, so the mix of outcomes need not match the whole.

mol,LDHA inh
O=C1NC[C@@H](CCCCN2C[C@H](Cc3ccc(O)cc3)N(CC3CCCCC3)C(=O)C2=O)N(Cc2ccccc2)C1=O,2
O=C(/C=C/c1ccccc1)C1CC1,9
CCCNC(=O)C(=O)NCCc1c[nH]c2ccccc12,-6
COc1ccc2c(-c3ccccc3)cc(SCC(=O)N3CCOC(C)C3)nc2c1 (configuration not stated),1
Fc1ccccc1COc1ccccc1CNCC1CCNCC1,0
Cc1ccc(Cc2nc3ccccc3nc2SCC(=O)N2CCNC2=O)cc1,1
CCOC(=O)c1ccc(NCc2ccc(Cl)cc2Cl)cc1,13
COc1cccc(C(=O)/C(=C/c2ccncc2)c2nc3ccccc3o2)c1,0
CN(C)C(=O)c1ccc(NC(=O)c2ccc(-c3ccccc3)cc2)cc1,5
CC(=O)C1=C(C)OC(=O)C1(NC(=O)c1ccccc1)C(F)(F)F (configuration not stated),0
CC(C)C(c1ccc(O)cc1)c1ccc(O)cc1,1
Cc1cc(Nc2cccc(Cl)c2)nc2ccc(NC(=O)C3CCC(C)CC3)cc12 (configuration not stated),10
CCC(CC)Nc1nnc(C)c(C)c1C#N,24
COc1ccc(O)c(C(=O)/C=C/c2ccc(C)cc2)c1,17
C[C@H](c1ccccc1)N1C[C@H](COCc2ccccc2)Oc2cc(N3CC[C@H](O)C3)ccc2S1(=O)=O,-6
COc1cccc(C(CNC(=O)CCc2nnc(-c3ccsc3)o2)N(C)C)c1 (configuration not stated),-2
Cc1cc(Nc2cccc(Cl)c2)n2nc(Cc3ccccc3)nc2n1,-15
CCC(NC(=O)C1CCCO1)C12CC3CC(CC(C3)C1)C2 (configuration not stated),1
CCC1=C(c2ccc(C)cc2)S(=O)(=O)N=C1N1CCC(C(=O)Nc2ccc(OC)cc2OC)CC1,2
COC(=O)c1ccccc1OCc1ccccc1,8
O=C(/C=C/c1ccc(OCc2ccccc2)cc1)c1cccnc1,1
O=C(NCC(F)(F)F)c1cccnc1Nc1cccc(C(F)(F)F)c1,11
CCN(CC)c1ccc(C=Nc2ccc(F)cc2)cc1,16
COc1ccc(C2C(C#N)=C(N)OC(C(C)(C)C)=C2C#N)cc1 (configuration not stated),54
CCN(CC)S(=O)(=O)c1ccc2c(c1)CC(C(=O)NCCc1ccc(SC)cc1)N2C(C)=O (configuration not stated),12
Clc1ccc(Sc2ccnc3cc(Cl)ccc23)cc1,-1
CCCCn1cnc2c1c(=O)n(CC(=O)Nc1cc(F)ccc1C)c(=O)n2CCCC,1
COC(=O)c1ccc(Oc2c(C)oc3cc(OC(=O)c4ccccc4F)ccc3c2=O)cc1,19
CC(=O)Oc1ccc2c(C)c(CC(=O)NCCc3ccccc3F)c(=O)oc2c1OC(C)=O,3
COc1ccccc1CNC(=O)CCc1nnc2ccc(NCc3ccccc3Cl)nn12,-2
O=C(CNC(=O)c1ccc(-c2ccccc2)cc1)OC(C(=O)Nc1cc(C(F)(F)F)ccc1Cl)c1ccccc1 (configuration not stated),-2
O=C(NCc1ccc(-n2cccn2)cc1)c1ccc(Cl)cc1F,1
Cc1ncsc1C(=O)NC(C)c1ccc(F)cc1 (configuration not stated),4
N#Cc1ccc(NC(=O)C2CC(c3ccccc3)=NO2)cc1 (configuration not stated),-6
CCN1CCCC1CNC(=O)c1cccc2c(=O)c(C)c(-c3ccccc3)oc12 (configuration not stated),-1
O=C(CSc1nc2ccccc2o1)Nc1ccc(O)cc1,1
CCN(C)C1CN(Cc2cn(Cc3ccc(C(F)(F)F)cc3)nn2)S(=O)(=O)C1 (configuration not stated),3
O=C(CN1CCN(C(=O)c2cc(-c3ccccc3)nc3ccccc23)CC1)N1CCOCC1,4
Cc1cc(C(=O)CSc2nnc(COc3ccccc3)n2CCC(C)C)c(C)n1Cc1ccc(F)cc1,10
Cc1ccc(N(C(C)C(=O)NCc2cccnc2)S(C)(=O)=O)cc1C (configuration not stated),-3

5 compounds picked at random from those above, as already listed:
mol,LDHA inh
N#Cc1ccc(NC(=O)C2CC(c3ccccc3)=NO2)cc1 (configuration not stated),-6
Clc1ccc(Sc2ccnc3cc(Cl)ccc23)cc1,-1
O=C(NCc1ccc(-n2cccn2)cc1)c1ccc(Cl)cc1F,1
O=C(/C=C/c1ccc(OCc2ccccc2)cc1)c1cccnc1,1
CCN(CC)S(=O)(=O)c1ccc2c(c1)CC(C(=O)NCCc1ccc(SC)cc1)N2C(C)=O (configuration not stated),12

(more compounds)
mol,LDHA inh
COc1nc2ccccc2cc1-c1noc(-c2ccncc2)n1,-2
O=C1c2ccccc2S(=O)(=O)N1Cc1nc(-c2cccc(Br)c2)cs1,3
O=C(NCCCCNC(=O)C(c1ccccc1)c1ccccc1)C(c1ccccc1)c1ccccc1,4
O=C(COc1ccc2c(=O)c(-c3ccccc3)coc2c1)NCCC1=CCCCC1,-2
COc1cc(C2CC(=O)Nc3c2ncn3-c2cccc(C(F)(F)F)c2)cc2c1OCO2 (configuration not stated),33
O=C1C(O)=C(c2ccc(Cl)cc2)C(c2ccccc2F)N1Cc1ccccc1 (configuration not stated),8
CCOC(=O)N1CCN(Cc2cc(=O)oc3ccc(C)cc23)CC1,6
CCC(C)CN1C(=O)CSCC1(C)C(=O)NCc1ccccc1 (configuration not stated),-9
COc1ccc(NC(=O)c2nc3ccccc3nc2N2CCCC2)cc1OC,-2
Fc1cccc(F)c1C(Nc1nncs1)Nc1nncs1,-1
O=C1NC[C@H](Cc2ccccc2)N(C[C@@H]2CCCN2C[C@H](Cc2ccc(O)cc2)N2C[C@H](Cc3ccccc3)N(CC3CCCCCC3)C(=O)C2=O)C1=O,-5
O=c1[nH][nH]c2c1[C@H](CCc1cccc(Cl)c1)O[C@H](C1CC1)C2,1
O=C(Nc1cc(F)ccc1F)c1nc2ccccc2nc1N1CCCCC1,2
c1ccc(-c2ccc(CNCCCn3ccnc3)cc2)cc1,-4
C/C(=N/Nc1ccc(C(F)(F)F)cn1)c1ccc([N+](=O)[O-])cc1,-1
COc1ccc(Br)cc1CSc1nnc(C2CC2)n1C,14
CC(Oc1ccccc1)c1nc(-c2ccc(Br)cc2)no1 (configuration not stated),23
Cc1cc(C)c2oc(C(=O)Nc3ncc(Cc4ccccc4)s3)cc(=O)c2c1,-1
CC(C)Cc1noc(CSc2cc(C(N)=O)c3ccccc3n2)n1,-2
CC1CCC(NC(=O)c2cc(-c3ccncc3)nc3ccccc23)CC1 (configuration not stated),4

Another view of some results above.
> c1ccc(-c2ccc(CNCCCn3ccnc3)cc2)cc1
- LDHA inh: -4

> C/C(=N/Nc1ccc(C(F)(F)F)cn1)c1ccc([N+](=O)[O-])cc1
- LDHA inh: -1

> COc1ccc(Br)cc1CSc1nnc(C2CC2)n1C
- LDHA inh: 14

> CC(Oc1ccccc1)c1nc(-c2ccc(Br)cc2)no1 (configuration not stated)
- LDHA inh: 23

Further results
mol,LDHA inh
O=C(c1nn(Cc2ccccc2)c(=O)c2ccccc12)N1CCCSc2ccccc21,13
CC(C)CNc1oc(-c2ccc(S(=O)(=O)N(C)C)cc2)nc1C#N,-3
CCOCCOC(=O)COc1ccc2c(=O)c(Oc3cc(C)ccc3C)coc2c1,0
Cc1cc(C(=O)NC(C)c2ccc(C(F)(F)F)cc2)c(C)o1 (configuration not stated),0
Cc1ccc(CC(=O)N(C)Cc2nc(-c3ccccc3)no2)cc1,13
COc1cc2c(cc1NC(=O)Cc1ccccc1C)oc1ccccc12,-5
COc1ccccc1C(NC(=O)c1csc(-c2ccco2)n1)c1nccn1C (configuration not stated),3
Brc1ccc(C2=NOC(c3cccs3)C2)cc1 (configuration not stated),-16
COc1ccc(NC(=O)Cc2ccccc2)c2cccnc12,49
O=C(N[C@@H]1CC[C@@H](CCNS(=O)(=O)c2ccc(Cl)cc2)O[C@@H]1CO)c1cccnc1,-8
COc1ccc2cc(C(=O)N3CCN(S(=O)(=O)c4ccc(C)cc4C)CC3)c(C)nc2c1,-3
COc1ccccc1C(=O)Oc1ccc(Cl)cc1C(=O)/C=C/c1ccc(F)cc1,8
Cc1ccc(C(=O)Nc2ccc3oc(C)nc3c2)cc1,6
COc1ccc(S(=O)(=O)N2CCn3cccc3C2c2cccs2)cc1C (configuration not stated),7
O=C(Nc1c(NC2CCCC2)c2ccccc2oc1=O)NC1CCCCC1,-5
CCCCNc1nc2c(c(=O)[nH]c(=O)n2C)n1CC(O)COC(C)C (configuration not stated),-4
Cc1cccc(N(Cc2nc3nc(C)cc(C)n3n2)S(=O)(=O)c2ccccc2)c1,-6
CCOC(=O)C1C(=O)C=C(c2ccc(F)cc2)CC1c1ccc(CC)cc1 (configuration not stated),-2
COc1ccc2[nH]cc(C(C(=O)O)N3CCN(Cc4cccc(Cl)c4)CC3)c2c1 (configuration not stated),-11
COc1cc(NC(=O)C(C)Sc2ncnc3nc[nH]c23)cc(OC)c1OC (configuration not stated),2
COCCCN(C)Cc1sccc1C,-2
COc1ccc(/C=C/c2nnc(Cc3ccccc3)o2)cc1,-2
N#Cc1cccc(NC(=O)CCSCc2ccccn2)c1,-2
Cc1c(Cl)cccc1NC(=O)Cn1cc(C#N)c2ccccc21,-2
N/C(=N\c1ncccn1)Nc1ccccc1,5
COc1ccc(C(=O)Cn2c(N3CCCCCC3)nc3c2c(=O)n(C)c(=O)n3C)cc1,7
COc1cc(/C=C/C(=O)O)c(Br)cc1OCCc1ccccc1,-22
Cc1nn(C(C)C(=O)NCc2ccco2)c(=O)c2c1sc1ccccc12 (configuration not stated),4
COc1ccc(-c2cnc(CCC(=O)N3CCS(=O)CC3)o2)cc1,6
CCCn1cc(C(=O)N2CCC(n3cccc3)CC2)c2ccccc21,7
CC1CS(=O)(=O)N(c2ccc(S(=O)(=O)NCc3ccc(Cl)cc3)cc2)C1=O (configuration not stated),5
CCOc1ccc(CN(C)C(=O)Cn2cnc3c(cnn3C)c2=O)cc1OC,4
CC(O)CN(c1ccccc1)S(=O)(=O)c1cc(C(=O)O)cc2c1CCC2 (configuration not stated),3
CC(C)c1nnc(Sc2nc(C(F)(F)F)nc3ccccc23)n1C1CC1,6
COCCCNc1oc(-c2ccc(S(=O)(=O)N3CCCCCC3)cc2)nc1C#N,-2
COCCNC(=O)c1cc2cc(S(=O)(=O)N3CCCCC3)ccc2n1C,0
Cn1c(=O)c2c(ncn2CCOCCOc2ccccc2)n(C)c1=O,-3
CSc1cccc(NC(=O)c2ccc3c(c2)OCC(=O)N3)c1,0
O=c1oc2ccccc2c(NC2CCCC2)c1NS(=O)(=O)c1ccc(Br)s1,-3
CCCNC(=O)C[C@@H]1CC[C@@H]2[C@H](COC[C@H](O)CN2C(=O)c2cc(Cl)cc(Cl)c2)O1,-2
CCOC(=O)c1ccc2ncc(C(=O)OCC)c(Nc3cc(C)ccc3OC)c2c1,-6
O=C(NC(c1ccccc1)c1ccccc1)c1cc2ccccc2oc1=O,3
COC(=O)[C@]12CCCCC=C1N(Cc1ccc(Cl)cc1Cl)C(=O)[C@H](CC(=O)N1CCC(c3ccccc3)CC1)C2,-9
CC(C)(C)OC(=O)N1CCC[C@@H]1C(=O)NCc1ccccc1Cl,-6
Cc1cc(=O)oc2cc(OCC(=O)N3CCc4sccc4C3c3ccccc3)ccc12 (configuration not stated),-1
Cc1ccc(C)c(Cn2c(N3CCC(C(=O)N4CCC5(CC4)OCCO5)CC3)nc3ccccc32)c1,-19
CCCCCC(C)NS(=O)(=O)Cc1ccc([N+](=O)[O-])cc1 (configuration not stated),2
COc1ccc(-c2c(-c3ccc(OCCN4CCC(C(N)=O)CC4)cc3O)n[nH]c2C)cc1,0
C=CCNC(=S)NNC(=O)Nc1ccccc1,-2
O=C(NC1CCCc2ccccc21)c1ccc2c(Cl)c3c(nc2c1)CCCC3 (configuration not stated),1
COc1ccc2cc(CNC(=O)C(C)C)ccc2c1,1
Cn1c(=O)[nH]c(=O)c2c1nc(Nc1cc(Cl)ccc1Cl)n2CC(=O)O,-10
CN(C)S(=O)(=O)c1ccc(-c2nc(C#N)c(NCCCN3CCOCC3)o2)cc1,2
CCCCOc1cccc(C(=O)Nc2ccc3oc(-c4ccncc4)nc3c2)c1,2
Cc1cc(SCC(=O)NC(=O)NC2CC2)nc2ccccc12,6
CCn1c(SCC(=O)Nc2ccnn2C2CCCC2)nnc1C1CC1,0
Cc1noc(Cn2cnc3ccc(Br)cc3c2=O)n1,0
Cc1cc(C)nc(N/N=C/c2ccc([N+](=O)[O-])cc2)n1,-16
COc1ccc(-c2csc(N3N=C(C)CC3c3cccc(OC)c3OC)n2)cc1 (configuration not stated),2
O=S1(=O)N[C@H](Cc2ccccc2)COc2cc(N3CCC[C@H]3CO)ccc21,-8

Remaining list, next part.
mol,LDHA inh
CCCCn1nnnc1C(c1cc2ccccc2o1)N1CCN(c2cc(C)nc3ccccc23)CC1 (configuration not stated),1
COc1ccc(-c2noc(CCCC(=O)Nc3ccc(S(=O)(=O)N4CCCCCC4)cc3)n2)cc1,9
CN(C(=O)COC(=O)c1ccccc1-c1nc2ccccc2s1)C1CCCCC1,14
Cc1ccccc1COc1ccccc1C(=O)O,-2
Cc1cc2c(s1)c1cnn(Cc3c(F)cccc3C(F)(F)F)c(=O)c1n2C,-7
Cc1ccc(S(=O)(=O)[C@H]2CS(=O)(=O)C[C@@H]2NC(C)C)cc1,2

Screening results from PubChem.
